HePTP inhibitor = blocks human HePTP tyrosine phosphatase; 110,000 tested, 0.64% active; recombinant HePTP phosphatase activity, OD absorbance; inhibition, % at 20 µM; P35236; in the data active = inhibition above about 50%;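 note: plate controls were vehicle for no effect and reference inhibitor for full effect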
Target sequence (P35236 whole entry, looked up): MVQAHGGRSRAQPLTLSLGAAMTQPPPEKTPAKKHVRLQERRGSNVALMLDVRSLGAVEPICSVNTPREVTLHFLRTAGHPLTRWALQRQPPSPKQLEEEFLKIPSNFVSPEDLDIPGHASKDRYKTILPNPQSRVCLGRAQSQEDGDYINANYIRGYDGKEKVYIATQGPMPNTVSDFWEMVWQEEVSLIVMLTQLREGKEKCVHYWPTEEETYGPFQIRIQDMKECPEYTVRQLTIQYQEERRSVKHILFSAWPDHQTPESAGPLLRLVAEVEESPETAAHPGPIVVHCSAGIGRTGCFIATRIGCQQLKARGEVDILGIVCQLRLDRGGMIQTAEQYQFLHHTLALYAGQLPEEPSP
BAP1 inh = human BAP1 deubiquitinase inhibition; Q92560; 72,000 tested, 0.48% active; AID 436; activity remaining (% of control), % at 20 µM; recombinant BAP1, Ub-AMC hydrolysis fluorescence kinetic; stronger effect = lower value;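 active = activity remaining at or below 50% of control, provided the compound also passes the data quality filters; inactive = the rest, including low values that fail the filters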;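 note: 100% = DMSO wells rate and 0% = substrate alone blank rate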
Starred values were filed as active, the others as inactive; / = not tested or not shown.

Each structure is followed by: HePTP inhibitor | BAP1 inh
Oc1c(C(c2ccco2)N2CCOCC2)sc2ncnn12 (stereo unspecified)
 : 0 | 94
O=C(O)c1cc(NC(=O)c2ccc3c(c2)C(=O)N(C2CCCCC2)C3=O)cc(C(=O)O)c1
 : -3 | 127
Cc1ccc(C(C)(C)C)c(OCC(=O)Nc2ccc(C(=O)O)cc2)c1
 : 8 | 110
S=c1oc(-c2ccccc2Cl)nn1CNc1ccccc1Cl
 : -9 | /
CCn1c2ccccc2c2cc(NC(=O)Cc3cccs3)ccc21
 : 7 | /
C/C(=N/NC(=O)c1sc2cc(F)ccc2c1Cl)c1cccs1
 : 4 | /
COc1ccccc1N1CCN(C(=O)c2c(-c3ccccc3)noc2C)CC1
 : 5 | 96
CCn1cc(C(=O)O)c(=O)c2cc([N+](=O)[O-])ccc21
 : -12 | /
CN1CCN(C(=S)c2ccc(N(C)C)cc2)CC1
 : 15 | 58
COc1ccc(S(=O)(=O)NCCc2ccccc2)cc1
 : 2 | /
CCCSc1nnc2c(n1)[nH]c1c(C)cccc12
 : 0 | /
O=C(CSc1ncccn1)NC(=O)NCc1ccccc1
 : -3 | 95
CC(C)OC(=O)CSc1nnc(-c2cnccn2)n1C
 : 9 | 89
CCOC(=O)C(NC(C)=O)C(OC(C)=O)c1cccc(N(CCO)CCO)c1 (stereo unspecified)
 : 1 | 64
CCC(Oc1ccccc1)C(=O)Nc1nnc(C)s1 (stereo unspecified)
 : 10 | 64
CC(C)(C)c1cc(=O)n2c(C#N)c(C#N)nc2[nH]1
 : 5 | 103
O=C1NC(=O)/C(=C\c2cc(Br)ccc2OCc2ccc(F)cc2)S1
 : -1 | /
CCOC(=O)C(C)Oc1cc2oc(=O)cc(-c3ccccc3)c2cc1CC (stereo unspecified)
 : 8 | /
COc1ccc(/C=N/n2cc(-c3ccc(OC)cc3)nc2N)cc1
 : 9 | 80
O=C(Nc1nc2c(s1)CCCC2)c1ccc2ncsc2c1
 : -2 | 90
CC1(C)CC2(CC(C)(C)NC(=O)N2)NC(=O)N1
 : 9 | 101
O=C(Cn1nnc(-c2ccccc2)n1)Nc1ccccc1[N+](=O)[O-]
 : 0 | /
O=C(CSc1nc2ccccc2[nH]1)c1ccc2c(c1)Cc1ccccc1-2
 : -3 | /
Cc1ccc(S(=O)(=O)Oc2ccc(/C=C3\SC(N)=NC3=O)cc2Br)cc1
 : 7 | /
COc1cccc(-c2nnc(SCc3ccc(C#N)cc3)n2Cc2ccco2)c1
 : 9 | 114
O=c1[nH]c2cc3c(cc2cc1CN(Cc1nnnn1CC1CCCO1)C1CCCCC1)OCO3 (stereo unspecified)
 : 8 | /
Cc1oc2ccc(OC(=O)N3CCOCC3)cc2c1C(=O)OC(C)C
 : -5 | 78
N#Cc1c(NC(=O)CCn2cnc3ccccc3c2=O)oc(-c2ccccc2)c1-c1ccccc1
 : 0 | /
O=C(NCc1ccco1)c1cnc2n(c1=O)CCS2
 : 7 | 100
CS(=O)(=O)N(Cc1ccc(C(=O)NCCSc2ccccc2)cc1)c1ccccc1
 : -15 | /
COC(=O)CC1C(=O)NCCN1C(=O)CSc1nnc(Nc2ccc(OC)cc2)s1 (stereo unspecified)
 : 1 | 107
Cc1c(Cl)c([N+](=O)[O-])nn1CC(=O)N1CCCC1
 : 5 | /
COc1ccc(OCC(=O)Nc2ncc(Cc3ccc(F)cc3)s2)cc1
 : / | 63
CC1(C)Cc2c(c(N3CCOCC3)nc3sc4c(NCc5ccco5)nnnc4c23)CS1
 : 8 | /
Cn1c(=O)c2c(-c3ccccc3)n3c4ccccc4ncc3c2n(C)c1=O
 : 5 | /
CCC1SC2=NC(C)=C(C(=O)OC)C(c3ccc(C)cc3)N2C1=O (stereo unspecified)
 : -6 | 96
CC(C)(C)C(=O)Nc1oc(-c2ccccc2)c(-c2ccccc2)c1C#N
 : 1 | /
COc1cccc(NC(=O)CSc2nnnn2C(C)C)c1
 : -4 | 90
CCCS(=O)(=O)N1CCCC(C(=O)NCc2ccc(C)cc2)C1 (stereo unspecified)
 : 6 | 96
COc1ccccc1C1C2C(=O)N(c3ccccc3)C(=O)C2ON1c1ccccc1 (stereo unspecified)
 : 1 | 94
CC(C)(C)NCCCCOc1ccc(F)cc1
 : -4 | 102
COc1cc(C2C(C(C)=O)=C(O)C(=O)N2CCc2c[nH]c3ccccc23)ccc1O (stereo unspecified)
 : -5 | 97
CC1=C(C(=O)Nc2cc(Cl)ccc2C)C(c2ccc(Br)cc2)NC(=O)N1 (stereo unspecified)
 : 0 | /
Cc1cc(C)n(/N=C/c2c[nH]c3ccccc23)c(=O)c1
 : 0 | 86
CC1(C)CC(=O)C2=C(C1)Nc1ccccc1N(C(=O)Cc1ccc(Cl)cc1)C2c1cccs1 (stereo unspecified)
 : / | 73
Cc1noc(C)c1S(=O)(=O)Nc1ccc(C(=O)NC2CCCCC2C)cc1 (stereo unspecified)
 : -4 | 89
COc1ccc(OC)c(NC(=O)Cn2cc(C#N)c3ccccc32)c1
 : -8 | 121
COc1ccc2nc(N=C(NC(=O)c3ccccc3)NC(=O)c3ccccc3)nc(C)c2c1
 : / | 77
NNC(=O)c1ccc(NS(=O)(=O)c2ccccc2)cc1
 : 2 | /
Cc1ccc(S(=O)(=O)N2CCN(C(=O)N3CCOCC3)C2C)cc1 (stereo unspecified)
 : 4 | 102
O=C(NCCCN1CCOCC1)c1cc([N+](=O)[O-])cc([N+](=O)[O-])c1
 : -6 | /
COc1ccc(Cl)cc1C(=O)Nc1ccccc1Br
 : 9 | /
CCCCCCCCCCCCNC1CC(=O)NC1=O (stereo unspecified)
 : -3 | /
C=CCn1c(SCC(=O)NC2CCCCC2)nnc1-c1ccc(OC)cc1
 : 6 | /
CC(C)N(CCc1ccncc1)C(=O)Nc1ccc(F)cc1
 : -5 | 105
COc1ccc(-n2c(=O)c3c4c(sc3n3c(=S)[nH]nc23)COC(C)(C)C4)cc1
 : -4 | /
CCCC1=C(C(=O)OCC)C(c2ccc(OC)c(OC)c2)NC(=O)N1 (stereo unspecified)
 : 6 | /
Fc1ccc(CSc2nncn2NCc2ccc3c(c2)OCO3)cc1
 : -10 | 98
CCN(CC)CCCN(Cc1cc2cc3c(cc2[nH]c1=O)OCO3)C(=O)Nc1ccccc1OC
 : 11 | /
COc1ccc(C(C)=O)cc1CSc1nc2ccccc2o1
 : 0 | 75

Brought forward from above: four entries, followed by the next part.
Each structure is followed by: HePTP inhibitor | BAP1 inh
CCCC1=C(C(=O)OCC)C(c2ccc(OC)c(OC)c2)NC(=O)N1 (stereo unspecified)
 : 6 | /
Fc1ccc(CSc2nncn2NCc2ccc3c(c2)OCO3)cc1
 : -10 | 98
CCN(CC)CCCN(Cc1cc2cc3c(cc2[nH]c1=O)OCO3)C(=O)Nc1ccccc1OC
 : 11 | /
COc1ccc(C(C)=O)cc1CSc1nc2ccccc2o1
 : 0 | 75
COc1ccc(Cl)cc1NC(=O)CN1C(=O)c2ccccc2C1=O
 : 6 | /
Cc1ccc(NC(=O)CCNS(=O)(=O)c2cccc3nonc23)cc1
 : 1 | /
CCOC(=O)c1c(NC(C)=O)sc2c(O)c(CN3CCN(CC)CC3)ccc12
 : 0 | 124
O=C(NN=C(/C=C/c1ccccc1)/C=C/c1ccccc1)c1ccc(O)cc1O
 : 7 | /
Fc1ccc(-c2ccc(-c3nn4c(-c5ccco5)nnc4s3)o2)cc1
 : 9 | 49*
O=C(/C=C/c1ccccc1)CC(=O)C(Cl)(Cl)Cl
 : 5 | /
CCOc1c(C)cc2[nH]c(=S)[nH]c2c1C
 : 2 | /
Nc1cccc(N)c1NC(=O)c1ccccc1
 : / | 70
COC(=O)CCCc1nc2ccccc2s1
 : 7 | 99
CCCn1nnnc1NC(=O)CSc1ccc(Cl)cc1
 : 9 | 97
Cc1cc(O)c(C(C)C)cc1N1C(=O)c2ccc3c4c(ccc(c24)C1=O)CC3
 : -9 | /
Cn1c(=O)c(C(=O)CN2CCOCC2)c(N)n(Cc2ccccc2)c1=O
 : 2 | 118
COc1ccccc1C(=O)NCCNC(=O)c1ccco1
 : -6 | 115
CCn1c(SCC(=O)c2[nH]c(C)c(C(C)=O)c2C)nnc1-c1ccncc1
 : 1 | 132
O=C(NCCO)/C(=C\c1ccc(Br)cc1)NC(=O)c1ccccc1
 : -12 | /
O=C(O)c1cc2nc(-c3ccc4c(c3)OCO4)cc(C(F)(F)F)n2n1
 : 2 | /
CCN(CC)c1ccc(/C=N/NC(=O)CSc2nc3ccccc3[nH]2)c(O)c1
 : 8 | /
C=CCn1c(-c2cccs2)nc2ccccc21
 : -10 | 216
Cn1cc(/C=C/c2nc3ccccc3c(=O)n2-c2ccc([N+](=O)[O-])cc2)c2ccccc21
 : -11 | /
CCN(CC)S(=O)(=O)c1ccc(OC)c(OC)c1
 : 9 | /
COc1ccc(-n2c(Cc3cccn3C)nnc2SCC(=O)Nc2cc(Cl)ccc2OC)cc1
 : 6 | 75
CC(C(=O)OCC(=O)Nc1ccc2c(c1)OCO2)N1C(=O)c2ccccc2C1=O (stereo unspecified)
 : 12 | 96
CCOC(=O)c1[nH]c2c(c1C)C(=O)CC(c1ccco1)C2 (stereo unspecified)
 : 12 | 72
COc1ccc(C2CC(C(F)(F)F)n3nc(C(=O)N4CCCCCC4)c(Cl)c3N2)cc1OC (stereo unspecified)
 : / | 112
CCN1CCN(C(=O)c2ccc3c(=O)n(Cc4ccccc4OC)c(=S)[nH]c3c2)CC1
 : 7 | 90
CCOC(=O)c1oc2ccccc2c1NC(=O)c1cccc(OC)c1
 : 5 | 116
c1ccc(CCc2nn3c(-c4ccncc4)nnc3s2)cc1
 : 9 | 78
COc1ccc(N2C(=O)CC(Nc3ccc(N4CCCCC4)cc3)C2=O)cc1 (stereo unspecified)
 : 1 | /
O=C(O)c1cccc(COc2ccccc2Cl)c1
 : -2 | 77
CCOC(=O)c1ccccc1NC(=O)c1cccnc1
 : -2 | 87

An excerpt from above in order of the HePTP inhibitor value, lowest first:
Each structure is followed by: HePTP inhibitor | BAP1 inh
CCC1SC2=NC(C)=C(C(=O)OC)C(c3ccc(C)cc3)N2C1=O (stereo unspecified)
 : -6 | 96
CCN1CCN(C(=O)c2ccc3c(=O)n(Cc4ccccc4OC)c(=S)[nH]c3c2)CC1
 : 7 | 90
CCN(CC)S(=O)(=O)c1ccc(OC)c(OC)c1
 : 9 | /
CC(C(=O)OCC(=O)Nc1ccc2c(c1)OCO2)N1C(=O)c2ccccc2C1=O (stereo unspecified)
 : 12 | 96

More records
Each structure is followed by: HePTP inhibitor | BAP1 inh
O=C(c1ccc(Br)o1)N(Cc1ccccc1)c1ccccn1
 : 1 | 84
CCP(=O)(CC)c1ccccc1CO
 : -11 | /
CC1=C(C(=O)OCc2ccc3c(c2)OCO3)C(c2ccc(N(C)C)cc2)NC(=O)N1 (stereo unspecified)
 : -16 | /
CCOC(=O)Cc1csc(NC(=O)c2cccc(N3C(=O)CCC3=O)c2)n1
 : 4 | 106
CC(=O)C1=C(O)C(=O)N(c2ccccn2)C1c1cccnc1 (stereo unspecified)
 : 6 | /
CCOC(=O)N1CCN(C(=O)CN(c2cccc(C)c2)S(=O)(=O)c2ccc(C)cc2)CC1
 : 4 | 93
O=C1CC(c2ccccc2)CC2=C1C(c1cccc(Br)c1)Nc1ccccc1N2 (stereo unspecified)
 : 0 | /
O=C(O)Cc1ccc(NC(=O)c2cccs2)cc1
 : 6 | 100
CCOC(=O)c1cc(-c2ccc(Br)cc2)nc2ccccc12
 : 8 | /
CCOC(=O)c1c(-c2ccc(C)o2)csc1NC(=O)CSc1nnnn1-c1ccccc1
 : -2 | /
CC1=C(C(=O)OC(C)C)C(c2ccc(Cl)cc2)C2=C(CCCC2=O)N1 (stereo unspecified)
 : -5 | /
CCOc1ccc(CCN2C(=O)CCC2(C)C(=O)NC(C)CC)cc1OCC (stereo unspecified)
 : -10 | 105
COC(=O)c1c(N)sc(C)c1-c1ccccc1
 : 8 | /
COCCOC(=O)c1ccc(NC(=O)COc2cccc(C)c2C)cc1
 : 9 | /
O=C(CSc1nnc(Cn2c(=O)sc3ccccc32)n1-c1ccccc1)NCc1ccco1
 : 1 | 85
N#Cc1c(NC(=O)CCN2C(=O)c3ccccc3C2=O)sc2c1CCCC2
 : 6 | /
O=C1S/C(=C\c2ccccc2)C(=O)N1Cc1ccccc1
 : -5 | /
CCCCN(C(=O)NC(=O)Nc1cc(C)ccc1C)S(C)(=O)=O
 : 7 | 107
CCn1c(SCC(=O)Nc2nc(C)c(C(=O)OC)s2)nnc1C(C)C
 : 4 | 106
CC(O)C(O)C(O)C(O)C1NCCS1 (stereo unspecified)
 : 5 | 102
Cc1cccn2cc(-c3ccc(F)cc3)nc12
 : -11 | 92
CCCCOC(=O)C1=C(C)NC2=C(C(=O)CCC2)C1c1cc2c(cc1Br)OCO2 (stereo unspecified)
 : -15 | /
COC(=O)C1=C(C)N(C)C(C)=C(C(=O)OC)C1c1cccc(C(F)(F)F)c1
 : 10 | /
O=C(CSc1ncn(-c2ccccc2)n1)Nc1ccc(Br)cn1
 : -1 | 109
O=C(Nc1ccc(Br)cn1)c1ccccc1F
 : 4 | /

BAP1 inh: entries above that show a hit
Each structure is followed by: HePTP inhibitor | BAP1 inh
Fc1ccc(-c2ccc(-c3nn4c(-c5ccco5)nnc4s3)o2)cc1
 : 9 | 49*
